# Screens: PubChem, several laboratories
# hcDAF12 agonist: H. contortus DAF-12 nuclear receptor activators, primary screen, cell-based, luminescence, HEK293, lit1-tk-luc reporter; HEK293 hcDAF-12 lit1-tk-luc reporter; 0% DMSO, 100% Δ7-dafachronic acid; 370,000 compounds, 1.4% hits; AID 652067, 2013; activation, % at 6.8 µM;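 active means activation above the mean of all tested compounds plus 3 SD, cut at about 5.5% in these data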;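 further: 100% = response to 3 µM Δ7-dafachronic acid high control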
# ADAM17 inh: ADAM17 inhibitors, primary screen, biochemical, QFRET; inhibition, % at 6.95 µM; 370,000 compounds, 0.83% hits; recombinant ADAM17, EDANS/DABCYL FRET peptide cleavage; Disintegrin and metalloproteinase domain-containing protein 17 (Homo sapiens), P78536; AID 720648, 2013;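 active means inhibition above the mean of compounds lying between control limits plus 3 SD, set per campaign, cut at about 8.5% in these data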;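 further: 0% = DMSO-only wells as the low control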
# Target sequence (P78536 215-824 limits assumed): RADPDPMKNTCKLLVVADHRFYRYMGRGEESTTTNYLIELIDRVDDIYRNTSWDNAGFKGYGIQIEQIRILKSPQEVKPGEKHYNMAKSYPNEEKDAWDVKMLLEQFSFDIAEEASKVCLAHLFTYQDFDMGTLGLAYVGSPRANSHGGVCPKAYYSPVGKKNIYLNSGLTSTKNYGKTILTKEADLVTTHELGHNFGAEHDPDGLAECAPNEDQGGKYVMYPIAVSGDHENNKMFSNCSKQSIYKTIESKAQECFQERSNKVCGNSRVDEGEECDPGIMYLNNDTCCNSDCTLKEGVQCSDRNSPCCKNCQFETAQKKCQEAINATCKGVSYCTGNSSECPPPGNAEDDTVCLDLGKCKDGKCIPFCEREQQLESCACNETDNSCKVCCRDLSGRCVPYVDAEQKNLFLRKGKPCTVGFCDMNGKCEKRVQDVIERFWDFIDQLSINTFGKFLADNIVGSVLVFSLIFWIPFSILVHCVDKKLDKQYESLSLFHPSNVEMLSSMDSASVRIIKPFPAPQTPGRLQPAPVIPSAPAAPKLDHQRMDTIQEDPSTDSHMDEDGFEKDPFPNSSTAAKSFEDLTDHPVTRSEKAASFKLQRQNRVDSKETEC
# Rev-erbA mod: modulators of Rev-erb alpha DNA binding, primary screen, biochemical, FITC-DNA, fluorescence polarization, uHTS; AID 1259318, 2017; Nuclear receptor subfamily 1 group D member 1 (Homo sapiens), P20393; Rev-erbα–FITC-DNA binding, 90 min; 370,000 compounds, 0.79% hits; activity, % at 10 µM;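 active means activity above about 14%, limit read from the data; passing the limit was not always enough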;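 further: 0% = DMSO wells with 35 nM protein and 100% = DMSO wells with 750 nM protein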
# hgDAF12 agonist: H. glycines DAF-12 receptor agonists, primary screen, cell-based, luminescence, HEK293, GAL4 fusion, UAS-luciferase; Nuclear hormone receptor DAF-12 (Heterodera glycines), GAL4 fusion; HEK293 GAL4-hgDAF12 UAS-luciferase reporter, agonist luminescence; normalized to butyrate control; 370,000 compounds, 1.8% hits; activation, % at 6.8 µM;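 active means activation above a cutoff set at the mean of all screened compounds plus 3 SD, cut at about 10% in these data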;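 further: 0% = DMSO wells and 100% = sodium butyrate wells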
# PLCg1 inh: PLC-gamma1 enzyme inhibitors, primary screen, biochemical, fluorescence, purified enzyme; 1-phosphatidylinositol 4,5-bisphosphate phosphodiesterase gamma-1 (Homo sapiens), P19174; fluorogenic substrate; inhibition, % at 12.2 µM; 370,000 compounds, 0.84% hits; AID 720700, 2013; in the data active means inhibition above about 9.5%
# PLCb3 inh: human PLC-beta3 inhibitors, primary screen, biochemical, fluorescence; 370,000 compounds, 0.18% hits; inhibition, % at 12.2 µM; 1-phosphatidylinositol 4,5-bisphosphate phosphodiesterase beta-3 (Homo sapiens), Q01970; Purified PLC-beta3, fluorogenic substrate; in the data active means inhibition above about 11%;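 further: 0% = median of compound wells on plate and 100% = full blocker control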
# DAX1 inh-1: DAX1 (NR0B1) inhibitors on StAR promoter, primary screen, cell-based, luminescence, SF-1 (NR5A1), full-length DAX-1; HEK293T StAR-luciferase reporter, SF-1/DAX-1 repression relief; inhibition, % at 6.8 µM; 370,000 compounds, 1.1% hits; AID 652010, 2013;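 active means inhibition above the mean over all tested compounds plus 3 SD, cut at about 3.6% in these data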;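 further: 0% = DAX-1 cells with DMSO and 100% = cells lacking DAX-1 with DMSO; higher inhibition means more luminescence from relief of DAX-1 repression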
# MBD2 DNA inh: inhibitors of MBD2 binding to methylated DNA, primary screen, biochemical, TR-FRET, DNA-binding domain, human. inhibition, % at 4.4 µM. MBD2 binding to methylated oligonucleotide. AID 686964, 2013. 370,000 compounds, 0.31% hits; in the data active means inhibition above about 13%
# Target sequence (Q9UBB5 whole entry, looked up, the tested form may be a part): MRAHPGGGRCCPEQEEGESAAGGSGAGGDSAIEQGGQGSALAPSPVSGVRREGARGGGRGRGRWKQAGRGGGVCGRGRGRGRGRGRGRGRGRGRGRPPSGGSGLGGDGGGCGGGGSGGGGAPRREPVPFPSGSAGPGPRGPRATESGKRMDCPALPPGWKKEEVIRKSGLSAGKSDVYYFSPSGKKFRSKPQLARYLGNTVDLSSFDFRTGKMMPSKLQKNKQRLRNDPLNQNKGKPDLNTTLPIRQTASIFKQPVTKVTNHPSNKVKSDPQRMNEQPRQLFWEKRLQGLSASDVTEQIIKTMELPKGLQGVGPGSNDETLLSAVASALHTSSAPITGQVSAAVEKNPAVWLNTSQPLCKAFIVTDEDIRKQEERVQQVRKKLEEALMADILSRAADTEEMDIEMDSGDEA
# ssDAF12 agonist: S. stercoralis DAF-12 nuclear receptor activators, primary screen, cell-based, luminescence, HEK293, GRIP1 co-expression, lit1-tk-luc; AID 652126, 2013; Nuclear hormone receptor DAF-12 (Strongyloides stercoralis); 370,000 compounds, 1% hits; activation, % at 6.8 µM; HEK293 ssDAF-12/GRIP1 lit1-tk-luc reporter; % of 3 µM dafachronic acid response;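 active means activation above the mean over all tested compounds plus 3 SD, cut at about 0.9% in these data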;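 further: 0% = DMSO-only wells and 100% = 3 µM delta7-dafachronic acid wells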
# SMARCA2 activ: SMARCA2 (BRM) function activators, primary screen, cell-based, luminescence, high throughput; MG213 cells, MMTV-luciferase reporter, dexamethasone, overnight; activation, % at 9.1 µM; 370,000 compounds, 1% hits; in the data active means activation above about 7.8%;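 further: 0% = vehicle wells and 100% = reference activator wells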
# DAX1 inh-2: DAX1 (NR0B1) inhibitors, primary screen, cell-based, HEK293, Gal4-DAX1, luciferase luminescence; HEK293 Gal4-DAX1 luciferase reporter; AID 504766, 2011; inhibition, % at 6.75 µM; 340,000 compounds, 0.99% hits; Nuclear receptor subfamily 0 group B member 1 (Homo sapiens), P51843;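 active means inhibition above the mean over all tested compounds plus 3 SD, cut at about 4.2% in these data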;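 further: 0% = DAX1-transfected cells with DMSO and 100% = empty-vector control cells with DMSO; inhibition shows as a rise in luminescence from relieved DAX1 repression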
# * = called active by the depositor; i = inactive; x = not tested or not shown.
SMILES,hcDAF12 agonist,ADAM17 inh,Rev-erbA mod,hgDAF12 agonist,PLCg1 inh,PLCb3 inh,DAX1 inh-1,MBD2 DNA inh,ssDAF12 agonist,SMARCA2 activ,DAX1 inh-2
COC(=O)CSc1[nH]c2ccc(Br)cc2c1[N+](=O)[O-],-0.8,5,-3,3.0,2,1,-0.1,-6,-0.9,-1,-0.3
O=C(c1ccc(CNS(=O)(=O)c2ccc(Br)cc2)cc1)N1CCCCC1,-1.6,-2,-3,-0.6,-1,-13,-0.2,-1,-1.3,-2,-0.2
O=C1CCCN1CCCNS(=O)(=O)c1ccc(F)cc1F,-0.9,-4,-3,1.6,2,-5,0.3,6,0.3,-2,0.7
N#Cc1ccc2nc3c(nc2c1)CCCC3,0.9,2,-2,1.7,-3,-10,0.3,-4,-0.1,0,0.9
CCCOc1ccc(C=Nc2ccc(OC)c(S(=O)(=O)N3CCOCC3)c2)c(O)c1,-1.3,-4,1,1.6,-1,-6,2.0,-5,-0.9,0,0.2
C=CCN(CC=C)Cc1ccc(C(=O)OC)o1,-0.2,-3,-1,-0.3,3,1,0.3,-4,-0.9,0,0.6
Cc1ccn2cc(C(=O)NC3CCN(Cc4ccccc4)CC3)nc2c1,-2.8,-3,3,-0.4,1,2,-0.9,-5,-1.9,0,-1.2
COc1ccccc1OCC(=O)NCCS(=O)(=O)N1CCN(c2ccccc2)CC1,-0.5,5,-3,-0.8,-1,-4,0.8,3,-0.9,-2,0.7
O=S(=O)(c1ccccc1)C1CON(Cc2ccccc2)C1c1ccccc1 (stereo unspecified),0.0,0,0,0.4,4,-1,0.7,3,-0.7,5,0.3
CC(=N[C@@H]1CCCC[C@H]1N=C(C)c1ccccc1O)c1ccccc1O,-0.9,-1,0,0.1,-1,0,0.1,-1,-0.8,1,-0.5
COc1ccc(NC(=O)CNC(=O)c2nn(-c3ccc(OC)c(OC)c3)c(=O)c3ccccc23)c(OC)c1,0.1,-3,14,0.2,-1,-9,-0.3,8,-1.4,-2,-0.9
COC(C[C@@H]1O[C@@H]1[C@H](O)[C@H](C)OCc1ccccc1)OC,-1.4,-2,1,2.1,-1,1,0.5,-2,-1.5,0,0.3
COCCNC(=O)C(c1cccs1)N(C(=O)Cn1nnc2ccccc21)c1ccc(OC)cc1 (stereo unspecified),0.2,-4,-2,-1.5,2,-1,-0.3,5,-0.9,-6,-0.6
CCOC(=O)c1cc(-c2csc(Nc3c(C)cc(C)cc3C)n2)on1,-0.4,8,8,-1.1,9.8*,1,0.6,-4,-1.0,-6,0.4
COc1ccc(CCN2C(=S)N(C)C(=O)C2CC(=O)Nc2ccc(F)cc2)cc1 (stereo unspecified),-1.1,1,5,1.8,2,-7,-0.2,-2,-1.2,0,x

# 2 compounds drawn at random from the list so far, as already listed:
SMILES,hcDAF12 agonist,ADAM17 inh,Rev-erbA mod,hgDAF12 agonist,PLCg1 inh,PLCb3 inh,DAX1 inh-1,MBD2 DNA inh,ssDAF12 agonist,SMARCA2 activ,DAX1 inh-2
CC(=N[C@@H]1CCCC[C@H]1N=C(C)c1ccccc1O)c1ccccc1O,-0.9,-1,0,0.1,-1,0,0.1,-1,-0.8,1,-0.5
COc1ccc(CCN2C(=S)N(C)C(=O)C2CC(=O)Nc2ccc(F)cc2)cc1 (stereo unspecified),-1.1,1,5,1.8,2,-7,-0.2,-2,-1.2,0,x

# Following part
SMILES,hcDAF12 agonist,ADAM17 inh,Rev-erbA mod,hgDAF12 agonist,PLCg1 inh,PLCb3 inh,DAX1 inh-1,MBD2 DNA inh,ssDAF12 agonist,SMARCA2 activ,DAX1 inh-2
COc1ccc(N(CC(=O)NCc2ccc(Cl)cc2)S(=O)(=O)c2c(C)nn(C)c2C)cc1,-1.3,3,-6,-1.9,3,3,0.3,-1,-1.6,6,0.1
O=c1ccc2ccc(O)cc2o1,1.1,i,-11,2.5,i,i,0.2,6,-1.2,1,1.6
COc1ccccc1C(=O)N1CCCC(c2nc(-c3cccs3)no2)C1 (stereo unspecified),-1.0,2,-2,0.9,-2,0,0.1,3,-0.6,3,x
CC1CC(CC(=O)NNc2nc(-c3ccccc3)cs2)C(=O)O1 (stereo unspecified),-0.2,6,1,-0.4,-91,-94,-1.6,1,-1.1,6,6.1*
CCOc1ccc(OCC)c(NC(=O)CCSCCc2ccccn2)c1,0.0,-5,-5,-0.4,0,-1,-0.4,7,-1.4,0,4.3*
CN(C)c1nc(N)c([N+](=O)[O-])c(NCCO)n1,3.1,4,0,-1.2,6,8,-0.1,-2,-1.3,-2,-0.8
Cc1csc(NC(=O)c2ccc(COc3ccccc3)o2)n1,0.9,-3,-1,5.9,-9,-23,0.1,6,-0.4,-3,-0.3
N/C(=N\OC(=O)CCC1CCCC1)c1cccc([N+](=O)[O-])c1,2.9,-5,0,7.5,-2,-2,-0.4,5,-0.5,-3,0.8
CC(C)N(C(=O)COC(=O)c1ccccc1C(=O)N1CCN(c2ccc(F)cc2)CC1)C(C)C,-1.2,0,0,-1.7,5,0,-0.7,-4,-1.8,4,3.1
CN1C(=O)Cc2cc(S(=O)(=O)N3CCN(c4ccccc4F)CC3)ccc21,-2.5,0,0,-2.7,0,-3,-1.9,1,-1.3,-2,-0.1
COc1ccccc1N1CCN(C(=O)C2CCCN(S(=O)(=O)c3ccc4c(c3)CCCN4C(C)=O)C2)CC1 (stereo unspecified),-5.0,-2,4,-5.8,2,-6,-1.6,0,-2.0,-5,-4.3
COc1ccc(C(=O)NC2CC2)cc1OC1CCN(Cc2ccc(F)c(F)c2)CC1,0.2,1,-6,-0.1,2,-4,0.2,3,-1.6,-1,-0.6
COC(=O)c1ccnc(/C=N/O)c1,-1.1,-3,-6,1.8,3,3,0.2,-8,-1.3,-3,0.0
CCOc1cc(C)nc(N2CCC(C(=O)Nc3ccccc3OCC)CC2)n1,-1.0,-4,-3,-2.0,1,-5,-0.5,10,-2.2,-1,-0.5
COc1ccc(C(=O)C(CN2CCCC2)c2ccccc2)cc1 (stereo unspecified),-2.0,-2,-1,-2.6,0,5,-2.5,-1,-1.5,-6,-3.1
COC(=O)CC[C@@H](/C=C/C(=O)OC(C)(C)C)Sc1ccc(C(C)(C)C)cc1,-1.8,0,3,0.8,4,3,-0.5,0,-0.8,-1,x
O=C(CSc1nnc(COc2ccccc2)n1Cc1ccco1)Nc1ccc(OCc2ccccc2)cc1,-1.9,2,13,4.2,1,0,-1.8,-5,-0.9,1,x
COc1ccc(S(=O)(=O)NC(C)C(=O)Nc2cccc(C(C)=O)c2)cc1 (stereo unspecified),-1.1,6,0,-0.9,4,0,0.3,-5,-1.2,0,-0.2
COC(=O)C1(CC2CC(c3ccccc3)=NO2)CCN(C(=O)OC(C)(C)C)CC1 (stereo unspecified),-0.8,2,2,-1.6,3,7,-0.7,-6,-1.4,0,0.3
c1ccc([C@H]2CC3C[C@@H](c4ccccc4)N2O3)cc1,-1.8,-3,5,2.8,6,9,-0.5,2,-1.2,3,0.7
O=S(=O)(NCc1ccccc1F)c1cccc(S(=O)(=O)N2CCOCC2)c1,-1.2,-7,-2,-2.5,-5,-3,-0.1,2,-1.5,-4,-0.4
Cc1cc(F)ccc1S(=O)(=O)N1CCCOC1CNC(=O)C(=O)NCC(C)C (stereo unspecified),0.4,4,1,1.3,3,-5,-0.2,-5,-0.4,-2,1.4
COc1ccc(NC(=O)CN(C)CC(=O)Nc2cccc(C(F)(F)F)c2)cc1,-1.8,1,-1,-6.4,1,-11,-0.3,5,-1.5,-2,0.5
COc1ccc(NS(=O)(=O)c2ccc(C)c(C(=O)N(C)Cc3ccc(C)cc3)c2)cc1,-2.7,2,0,-0.6,-1,-1,-1.1,-6,-0.9,0,0.3
Nn1c(COc2ccc(Cl)cc2)n[nH]c1=S,-0.7,3,5,0.6,-3,1,-0.1,-2,-1.0,0,0.0
CC1(Cc2c(Cl)cccc2Cl)C(=O)Nc2cc(-c3ccccc3Cl)ccc21 (stereo unspecified),0.2,1,1,-0.6,1,-2,0.3,4,-0.9,0,x
Cc1cc(NC(=O)c2ccc(C#N)cc2)n(-c2ccccc2)n1,-1.6,-1,0,0.5,5,4,0.4,-4,-1.4,-1,0.7
Cc1ccc(CN2CC(C(=O)NNC(=O)Cn3ccc(C(F)(F)F)n3)CC2=O)cc1 (stereo unspecified),-0.5,-4,-1,-0.8,3,-4,-0.7,2,-1.5,-3,-0.3
CCN(CC)C(=S)SCC(=O)Nc1cccc(C(F)(F)F)c1,-2.4,3,-3,-5.0,5,6,-1.1,5,-1.4,-1,-1.6
N#CCCN(C(=O)CSc1nc2nc(-c3cccs3)cc(C(F)(F)F)c2c(=O)[nH]1)c1ccccc1,0.1,-30,19,1.4,-11,-20,0.1,-1,-1.9,-2,1.8
CC(C)N(C(=O)CSc1n[nH]c(=O)n1CCc1ccccc1)C(C)C,0.1,-4,-5,-2.4,-2,-8,-0.4,5,-1.5,-2,-1.7
O=C(COc1ccc(F)cc1)Nc1nccs1,5.5,-2,-4,12*,0,3,7.5*,-4,0.8,4,1.6
CCOC(=O)C(NC(=O)Nc1ncccn1)(Oc1ccccc1)C(F)(F)F (stereo unspecified),-0.7,-1,5,3.8,0,-1,4.2*,-3,-0.8,-1,0.9
O=C(Nc1ccccc1N1CCOCC1)c1ccc2c(c1)C(=O)N(Cc1ccncc1)C2=O,-1.2,-2,6,0.8,1,2,0.0,-1,-0.5,-1,1.0
CC(=O)N1CC(C)Sc2ccc(S(=O)(=O)NCCc3ccc(C)cc3)cc21 (stereo unspecified),-4.4,9.3*,-2,-5.7,6,-2,-0.7,2,-1.9,-4,-1.1
COc1ccc(NC(=O)c2ccc([N+](=O)[O-])cc2[N+](=O)[O-])c(OC)c1,0.6,-1,-4,-4.1,0,-2,-0.8,2,-1.3,-4,-0.9
COc1ccccc1NC(=O)Cn1c(=O)n(CCc2c[nH]c3ccccc23)c(=O)c2cccnc21,-1.3,2,1,0.5,2,1,-1.3,-3,-0.7,-1,0.6
N/C(=N\OC(=O)Cc1cccc2ccccc12)c1ccccn1,5.8*,-5,6,6.1,-1,-4,1.5,2,-0.1,4,1.9
CCn1nc(C(=O)OCC(=O)N(CCC#N)c2ccccc2)c2ccccc2c1=O,-0.3,-4,3,1.0,6,-5,0.3,-4,-1.2,-2,-0.2
COc1ccccc1/C=N/NC(=O)c1ccccc1NS(=O)(=O)c1ccc(C)cc1,-1.2,-2,-8,0.7,-34,-46,0.6,0,-1.4,-2,1.4
